Compound activity deposited in PubChem BioAssay by The Scripps Research Institute Molecular Screening Center.
HTRA1 inhibitor – HTRA1 serine protease inhibitors, primary screen, biochemical, fluorescence polarization, HTS; AID 504803, 2011; Q92743; 340,000 compounds, 0.5% hits; recombinant HTRA1, FP-rhodamine activity-based probe; inhibition, % at 5.96 µM; in the data active = inhibition above about 36%;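 note: 0% = enzyme with DMSO and 100% = wells lacking enzyme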
Target sequence (Q92743 whole entry, looked up): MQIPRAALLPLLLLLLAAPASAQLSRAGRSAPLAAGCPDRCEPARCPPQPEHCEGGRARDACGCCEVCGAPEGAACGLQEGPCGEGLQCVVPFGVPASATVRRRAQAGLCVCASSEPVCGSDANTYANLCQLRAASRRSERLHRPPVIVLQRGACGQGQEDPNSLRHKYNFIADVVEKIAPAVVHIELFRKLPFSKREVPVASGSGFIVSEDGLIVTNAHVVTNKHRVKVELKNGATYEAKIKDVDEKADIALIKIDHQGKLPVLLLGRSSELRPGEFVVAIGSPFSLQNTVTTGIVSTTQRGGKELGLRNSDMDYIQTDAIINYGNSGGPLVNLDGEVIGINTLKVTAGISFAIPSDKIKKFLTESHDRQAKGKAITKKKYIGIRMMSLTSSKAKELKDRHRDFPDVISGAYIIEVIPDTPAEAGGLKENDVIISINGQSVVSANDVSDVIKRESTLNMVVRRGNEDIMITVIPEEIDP
mABHD4 FP – ABHD4 inhibitors, primary screen, biochemical, fluorescence polarization, mouse | (Lyso)-N-acylphosphatidylethanolamine lipase (Mus musculus), Q8VD66 | purified mABHD4, FP-Rh probe fluorescence polarization | inhibition, % at 8.92 µM | 370,000 compounds, 0.54% hits | AID 720543, 2013;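 active = inhibition exceeding the mean over every tested compound plus 3 SD, cut at about 30% in these data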;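 note: 0% = plate median of compound wells and 100% = S159A mutant with DMSO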
Target sequence (Q8VD66 whole entry, looked up): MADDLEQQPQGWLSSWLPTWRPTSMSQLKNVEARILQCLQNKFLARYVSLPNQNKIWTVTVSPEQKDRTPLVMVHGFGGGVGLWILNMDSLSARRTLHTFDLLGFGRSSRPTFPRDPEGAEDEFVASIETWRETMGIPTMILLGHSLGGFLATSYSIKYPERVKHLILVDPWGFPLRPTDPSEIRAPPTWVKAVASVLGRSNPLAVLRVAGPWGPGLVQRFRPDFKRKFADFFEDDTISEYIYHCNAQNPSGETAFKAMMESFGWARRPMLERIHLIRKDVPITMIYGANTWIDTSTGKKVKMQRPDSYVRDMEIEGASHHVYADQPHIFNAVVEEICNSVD
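Doses – 8.92 µM, single dose · Material – wild-type mouse ABHD4 protein · Replication – single well per compound (singlicate) · Measure – percent inhibition of probe binding, normalized to plate controls · Schedule – 45 min compound pre-incubation plus 60 min probe step, 25 °C · Detection – fluorescence polarization with parallel and perpendicular emission, 525/598 nm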
UHRF1 binding – UHRF1 methylated DNA binding inhibitors, primary screen, counter-screen for MBD2 inhibitor project, biochemical, TR-FRET, human UHRF1, single concentration; AID 687016, 2013; inhibition, % at 4.4 µM; UHRF1 binding to methylated oligo; E3 ubiquitin-protein ligase UHRF1 (Homo sapiens), Q96T88; 370,000 compounds, 0.75% hits; in the data active = inhibition above about 21%;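 note: UHRF1 SRA domain binding a hemimethylated CpG hairpin DNA probe; 0% = median of test compound wells and 100% = reference inhibitor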
SIAE inh – human SIAE inhibitors, primary screen, biochemical, fluorescence polarization, FP-Rh probe, 1536-well HTS | SIAE FP-Rh probe binding | inhibition, % at 9.66 µM | 370,000 compounds, 0.69% hits | AID 1053197, 2014;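 active = inhibition above a cutoff: mean of compounds within the control limits plus 3 SD of those, cut at about 17% in these data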;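 note: 0% = plate median of compound wells and 100% = probe without SIAE protein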
LEDGF integ inh – blockers of LEDGF/p75-dependent integrase strand transfer – biochemical, TR-FRET, high throughput, primary screen. HIV-1 integrase (with human LEDGF/p75). 370,000 compounds, 0.64% hits. inhibition, % at 3.7 µM. TR-FRET IN-LEDGF/p75 DNA integration, Eu/Cy5;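 active = inhibition above the screen-wide mean plus 3 SD, cut at about 13% in these data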;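 note: signal is the Cy5 over europium emission ratio at 671 and 618 nm; 0% = plate median of compound wells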
DDE Tn7 FP inh – inhibitors of Tn7 peptide binding to fibrin DD(E), primary screen, biochemical, fluorescence polarization, human fibrin, Tn7 probe | inhibition, % at 8.3 µM | AID 720508, 2013 | 370,000 compounds, 0.13% hits | Fibrinogen beta chain (Homo sapiens), P02675 | FP displacement of FITC-Tn7 peptide from fibrin DD(E); 0% = median of compound wells per plate;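 active = inhibition above the mean of compounds falling within the control limits plus 3 SD of them, cut at about 14% in these data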;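 note: 0% = plate median of compound wells and 100% = 10 µM Aha-Tn7 peptide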
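assay system = human clot-derived fibrin DD(E) complex | quantity = Fibrin-DD(E) at 2 µM final | timing = 10 min preincubation, 3 h with tracer, room temperature | signal = fluorescence polarization | measure = percent inhibition | benchmarks = high control wells with 10 µM unlabelled Aha-Tn7 peptide (full inhibition) | replicates = singlicate testing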
PRMT1 inh – PRMT1 methyltransferase inhibitors, primary screen, biochemical, fluorescence polarization; recombinant PRMT1, activity-based probe fluorescence polarization; inhibition, % at 2.79 µM; 370,000 compounds, 1.3% hits; AID 652257, 2013;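 active = inhibition above about 21% made by adding two undisclosed values, limit read from the data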
PG9 Ab binder – binders of HIV-1 gp120 antibody PG9, primary screen, biochemical, TR-FRET; HIV-1 gp120 / PG9 antibody interaction; TR-FRET gp120-PG9 antibody binding; inhibition, % at 6.7 µM; 360,000 compounds, 0.43% hits; in the data active = inhibition above about 8.5%
TCR-CD3 inh – inhibitors of human TCR-CD3 interaction, primary screen, biochemical, fluorescence, TAMRA-labeled TCR probe; 360,000 compounds, 0.37% hits; inhibition, % at 9.4 µM; in the data active = inhibition above about 19%;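 note: recombinant mutant TCR 2C K166C tagged with TAMRA read by polarization; 0% = receptor in buffer alone and 100% = receptor with positive control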
TDP2 absorb – human TDP2 enzyme inhibitors, primary screen, biochemical, epi absorbance, recombinant enzyme; 370,000 compounds, 0.34% hits; inhibition, % at 12.8 µM; T5PNP hydrolysis, p-nitrophenol absorbance 415 nm; AID 720702, 2013; Tyrosyl-DNA phosphodiesterase 2 (Homo sapiens), O95551;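 active = inhibition above the mean of all tested compounds plus 3 SD, set per campaign, cut at about 25% in these data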;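 note: 0% = DMSO with enzyme and 100% = buffer with substrate but no TDP2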
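Evaluation: % inhibition relative to enzyme-containing and enzyme-free wells. Material: recombinant human TDP2. Benchmarks: enzyme-free and DMSO wells. Timing: enzyme reaction with compound for 2 h at 37 °C. Compound dosing: 12.8 µM only. Measured by: p-Nitrophenol epi absorbance. Reagent: T5PNP substrate at 5 mM, a TopII-DNA adduct mimic. Replication: single well per compound.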
* = called active by the depositor; . = not tested or not shown.

| no. | canonical_smiles | HTRA1 inhibitor | mABHD4 FP | UHRF1 binding | SIAE inh | LEDGF integ inh |
| --- | --- | --- | --- | --- | --- | --- |
| 1 | CCOC(=O)C1=C(CSc2nc(-c3ccncc3)ccc2C#N)OC(N)=C(C#N)C1c1ccc(OC)cc1 (centres undefined) | -15.4 | -4.8 | -2.0 | -16.1 | 1.8 |
| 2 | CCc1c(C)sc(NC(=O)Cn2nc(C)c([N+](=O)[O-])c2C)c1C(N)=O | -0.1 | 0.6 | -1.6 | 10.4 | -2.2 |
| 3 | CC(C)CNc1nc(S(=O)(=O)c2ccccc2)c(Cl)s1 | -6.8 | 3.4 | 2.8 | -4.5 | 7.5 |
| 4 | CCn1c(=O)cc(OCC(=O)N2CCCCCC2)c2ccccc21 | 13.8 | -2.8 | -0.2 | 5.4 | -1.4 |
| 5 | O=S(=O)(c1ccccc1)N1CCN(S(=O)(=O)c2ccc3c(c2)OCCO3)CC1 | . | 4.5 | -2.0 | 4.7 | 0.2 |
| 6 | O=C1c2ccccc2C(=O)c2cc(NC(=O)C3CC3)ccc21 | 2.3 | 2.8 | -3.0 | 0.3 | 1.4 |
| 7 | CCCOc1ccc(-c2nc(OCC)c3ccccc3n2)cc1 | 7.0 | -6.5 | -2.6 | -7.6 | 3.3 |
| 8 | COCCN(C(=O)c1cccc(-n2cnnn2)c1)c1c(N)n(CC(C)C)c(=O)[nH]c1=O | 6.1 | 3.1 | -1.1 | 2.6 | -0.9 |
| 9 | Cc1ccccc1OCC(=O)N1N=C(C(F)(F)F)CC1(O)C(C)(C)C (centres undefined) | -13.6 | -9.0 | -1.3 | -7.5 | 0.5 |
| 10 | CC(=O)Oc1ccccc1C(=O)C=Cc1cccc([N+](=O)[O-])c1 | 22.9 | -8.9 | 6.7 | -7.0 | 4.2 |
| 11 | O=C(c1ccc(Cl)c(S(=O)(=O)N2CCCCC2)c1)N1CCCCC1 | -3.4 | 9.4 | 0.6 | 1.3 | 3.2 |
| 12 | O=C(Cc1ccccc1)NN1C(=O)C2C3C=CC(C3)[C@@H]2C1=O (some centres undefined) | 1.2 | 0.1 | -2.6 | 6.5 | -0.8 |

| no. | DDE Tn7 FP inh | PRMT1 inh | PG9 Ab binder | TCR-CD3 inh | TDP2 absorb |
| --- | --- | --- | --- | --- | --- |
| 1 | 0.6 | 14.8 | -1.9 | -17.2 | -10.8 |
| 2 | -4.2 | 3.2 | -3.5 | -0.7 | 0.1 |
| 3 | -2.8 | -1.2 | -1.0 | -2.5 | -11.7 |
| 4 | -5.6 | -2.7 | 0.9 | 10.0 | -4.8 |
| 5 | 3.1 | -0.2 | . | . | 0.3 |
| 6 | 0.9 | 1.6 | 1.3 | -1.4 | 9.1 |
| 7 | -1.2 | -0.5 | -1.6 | 1.0 | -0.8 |
| 8 | 0.4 | -2.7 | -0.4 | 4.8 | 2.6 |
| 9 | 1.6 | 0.7 | 0.5 | -5.8 | -0.2 |
| 10 | 0.6 | 17.4 | 0.5 | -7.8 | 0.5 |
| 11 | 3.6 | -4.1 | -1.7 | -4.7 | -2.6 |
| 12 | 4.7 | -3.3 | -0.9 | 3.0 | 12.0 |

Other records
| no. | canonical_smiles | HTRA1 inhibitor | mABHD4 FP | UHRF1 binding | SIAE inh | LEDGF integ inh |
| --- | --- | --- | --- | --- | --- | --- |
| 13 | COc1ccc(N/N=C(\C#N)C(=N)N2CCOCC2)cc1 | 2.6 | 3.2 | -0.3 | 3.2 | 10.2 |
| 14 | COc1ccc(-c2nnc(SC(=O)N3c4ccccc4Sc4ccccc43)o2)cc1 | -2.1 | 7.8 | -1.6 | 12.1 | 3.6 |
| 15 | COC(=O)c1cccc(COC(=O)c2ccccc2NC(=O)c2ccco2)c1 | -5.6 | -1.8 | -0.6 | -3.8 | -3.2 |
| 16 | Cc1cccc(N2CCN(CC(O)COc3ccc(Cl)cc3)CC2)c1 (centres undefined) | -5.0 | -0.1 | -3.4 | 2.3 | 3.8 |
| 17 | Cc1cccc(CCN(CC(=O)NC2CCCCC2)C(=O)c2csnn2)c1 | -1.4 | -1.9 | 1.2 | -0.9 | -1.1 |
| 18 | COc1ccc([C@@H]2[C@H]3C(=O)N(c4cccc(C(F)(F)F)c4)C(=O)[C@H]3ON2C)cc1 | -2.5 | 2.8 | 0.3 | 2.0 | 0.3 |
| 19 | O=C1c2ccccc2-c2ccc(C(=O)N3CCCCC3)cc21 | -5.7 | 3.5 | 5.8 | -0.8 | 5.1 |
| 20 | CCOC(=O)c1ccc(NC(=O)Nc2ccc(S(N)(=O)=O)cc2)cc1 | -49.2 | -50.0 | 3.9 | -81.8 | 1.1 |

| no. | DDE Tn7 FP inh | PRMT1 inh | PG9 Ab binder | TCR-CD3 inh | TDP2 absorb |
| --- | --- | --- | --- | --- | --- |
| 13 | 4.6 | -1.7 | -7.7 | -1.4 | -24.8 |
| 14 | 4.7 | -0.3 | 2.9 | -3.1 | 10.6 |
| 15 | -8.0 | -1.8 | 1.3 | 4.1 | -1.2 |
| 16 | -4.0 | -3.9 | -1.9 | 10.3 | -9.7 |
| 17 | -7.0 | -1.2 | 0.7 | 3.8 | 9.2 |
| 18 | 3.2 | 1.9 | 3.4 | -10.2 | 0.5 |
| 19 | -7.1 | -0.1 | 2.3 | -3.7 | 1.2 |
| 20 | 7.2 | -2.2 | -0.4 | 3.4 | -3.4 |

An excerpt from above in order of heavy-atom count, high to low.
| no. | canonical_smiles | HTRA1 inhibitor | mABHD4 FP | UHRF1 binding | SIAE inh | LEDGF integ inh |
| --- | --- | --- | --- | --- | --- | --- |
| 8 | COCCN(C(=O)c1cccc(-n2cnnn2)c1)c1c(N)n(CC(C)C)c(=O)[nH]c1=O | 6.1 | 3.1 | -1.1 | 2.6 | -0.9 |
| 14 | COc1ccc(-c2nnc(SC(=O)N3c4ccccc4Sc4ccccc43)o2)cc1 | -2.1 | 7.8 | -1.6 | 12.1 | 3.6 |
| 18 | COc1ccc([C@@H]2[C@H]3C(=O)N(c4cccc(C(F)(F)F)c4)C(=O)[C@H]3ON2C)cc1 | -2.5 | 2.8 | 0.3 | 2.0 | 0.3 |
| 15 | COC(=O)c1cccc(COC(=O)c2ccccc2NC(=O)c2ccco2)c1 | -5.6 | -1.8 | -0.6 | -3.8 | -3.2 |
| 17 | Cc1cccc(CCN(CC(=O)NC2CCCCC2)C(=O)c2csnn2)c1 | -1.4 | -1.9 | 1.2 | -0.9 | -1.1 |
| 20 | CCOC(=O)c1ccc(NC(=O)Nc2ccc(S(N)(=O)=O)cc2)cc1 | -49.2 | -50.0 | 3.9 | -81.8 | 1.1 |
| 11 | O=C(c1ccc(Cl)c(S(=O)(=O)N2CCCCC2)c1)N1CCCCC1 | -3.4 | 9.4 | 0.6 | 1.3 | 3.2 |
| 10 | CC(=O)Oc1ccccc1C(=O)C=Cc1cccc([N+](=O)[O-])c1 | 22.9 | -8.9 | 6.7 | -7.0 | 4.2 |
| 12 | O=C(Cc1ccccc1)NN1C(=O)C2C3C=CC(C3)[C@@H]2C1=O (some centres undefined) | 1.2 | 0.1 | -2.6 | 6.5 | -0.8 |
| 13 | COc1ccc(N/N=C(\C#N)C(=N)N2CCOCC2)cc1 | 2.6 | 3.2 | -0.3 | 3.2 | 10.2 |

| no. | DDE Tn7 FP inh | PRMT1 inh | PG9 Ab binder | TCR-CD3 inh | TDP2 absorb |
| --- | --- | --- | --- | --- | --- |
| 8 | 0.4 | -2.7 | -0.4 | 4.8 | 2.6 |
| 14 | 4.7 | -0.3 | 2.9 | -3.1 | 10.6 |
| 18 | 3.2 | 1.9 | 3.4 | -10.2 | 0.5 |
| 15 | -8.0 | -1.8 | 1.3 | 4.1 | -1.2 |
| 17 | -7.0 | -1.2 | 0.7 | 3.8 | 9.2 |
| 20 | 7.2 | -2.2 | -0.4 | 3.4 | -3.4 |
| 11 | 3.6 | -4.1 | -1.7 | -4.7 | -2.6 |
| 10 | 0.6 | 17.4 | 0.5 | -7.8 | 0.5 |
| 12 | 4.7 | -3.3 | -0.9 | 3.0 | 12.0 |
| 13 | 4.6 | -1.7 | -7.7 | -1.4 | -24.8 |

Single records (already shown). Screens in order: HTRA1 inhibitor | mABHD4 FP | UHRF1 binding | SIAE inh | LEDGF integ inh | DDE Tn7 FP inh | PRMT1 inh | PG9 Ab binder | TCR-CD3 inh | TDP2 absorb
Profile of COc1ccc(-c2nnc(SC(=O)N3c4ccccc4Sc4ccccc43)o2)cc1 → -2.1 | 7.8 | -1.6 | 12.1 | 3.6 | 4.7 | -0.3 | 2.9 | -3.1 | 10.6
Profile of O=C1c2ccccc2-c2ccc(C(=O)N3CCCCC3)cc21 → -5.7 | 3.5 | 5.8 | -0.8 | 5.1 | -7.1 | -0.1 | 2.3 | -3.7 | 1.2
